RECQ1 inh = inhibitors of human RECQ1 DNA helicase; Potency, µM (series often up to 57.3 µM), inactives show top-dose activity, negative = inhibition, usual class: inhibitors; hit rate 0.54% among 240,000; P46063; RECQ1 DNA unwinding, red fluorescence kinetic read;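 also: plate controls were vehicle for no effect and no enzyme for full effect; nearly all actives have a fitted effect of over 30% in size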
Target sequence (P46063 whole entry, looked up): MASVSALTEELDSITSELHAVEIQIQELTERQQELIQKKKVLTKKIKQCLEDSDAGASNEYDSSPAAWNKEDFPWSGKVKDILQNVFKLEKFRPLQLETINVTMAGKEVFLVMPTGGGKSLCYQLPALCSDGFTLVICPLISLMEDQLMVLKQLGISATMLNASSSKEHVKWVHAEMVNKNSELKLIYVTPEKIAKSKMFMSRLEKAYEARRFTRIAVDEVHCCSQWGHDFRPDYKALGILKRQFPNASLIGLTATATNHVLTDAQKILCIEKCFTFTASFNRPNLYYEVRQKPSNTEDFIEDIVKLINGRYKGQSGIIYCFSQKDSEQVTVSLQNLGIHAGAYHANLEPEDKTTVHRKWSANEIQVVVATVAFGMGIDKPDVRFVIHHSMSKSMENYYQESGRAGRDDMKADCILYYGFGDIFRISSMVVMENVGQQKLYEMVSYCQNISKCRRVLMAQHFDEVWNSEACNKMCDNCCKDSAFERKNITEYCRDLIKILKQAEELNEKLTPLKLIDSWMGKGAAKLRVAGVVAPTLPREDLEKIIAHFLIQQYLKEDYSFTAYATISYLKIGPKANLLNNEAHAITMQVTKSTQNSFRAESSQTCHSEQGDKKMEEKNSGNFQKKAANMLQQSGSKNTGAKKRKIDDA
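RECQ1T1 50 nM; forked duplex (20 bp + 30-nt ss tails) 200 nM, ATP 2 mM final; pH 8.0, 2 mM MgCl2, 2.5 ug/ml poly(dI-dC); 15 min compound preincubation; discontinuous kinetic read over 2 h at RT.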
L3MBTL1 inh = inhibitors of human L3MBTL1. AlphaScreen L3MBTL1–H3K9me1 peptide binding. Potency, µM (top dose mostly 57.1 µM), without a hit: top-dose activity, negative = inhibition, hits mostly inhibitors. hit rate 0.66% among 230,000. AID 485360; also: % is scaled to controls: 0 for no effect and ±100 for the full control effect; nearly all actives have a fitted effect of over 60% in size
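AlphaScreen proximity signal between nickel-chelate acceptor and streptavidin donor beads (final 10 ug/mL) reports binding of 50 nM L3MBTL1 to 75 nM biotin-H3 K9me1 peptide; complex incubated with compounds 30 min at room temperature; cefsulodin titration as control.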
Tau ThT inhib = blocks human tau fibril formation measured by thioflavin T. recombinant tau K18 P301L, heparin-induced fibrillization, ThT fluorescence. Potency, µM (doses to about 57.4 µM), without a hit: at the top dose activity, negative = inhibition, actives largely listed as inhibitors. hit rate 2.1% among 270,000; also: % is scaled to controls: 0 for no effect and ±100 for the full control effect; nearly all actives have a fitted effect of over 55% in size
Target sequence (P10636 561-689 P618L limits assumed): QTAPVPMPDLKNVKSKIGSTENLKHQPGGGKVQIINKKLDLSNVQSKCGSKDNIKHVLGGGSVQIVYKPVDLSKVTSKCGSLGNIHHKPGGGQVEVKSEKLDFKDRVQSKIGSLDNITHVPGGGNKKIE
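Recombinant human tau K18 fragment […] carrying P301L, 15 uM unlabeled plus 0.24 uM Alexa 594-labeled, was fibrillized with 20 uM heparin in 100 mM sodium acetate pH 7 for 6 hr at 37 C; 30 uM ThT fluorescence read after 1 hr.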
Tau fluor counter = counter-screen for tau fibril formation inhibitors. tau K18 P301L Alexa594 fluorescence, heparin fibrillization. Potency, µM (highest dose often 57.7 µM), without a hit: at the highest dose activity change, negative = decrease. hit rate 0.93% among 280,000. AID 1463; also: % is scaled to controls: 0 for no effect and ±100 for the full control effect; nearly all actives have a fitted effect of over 55% in size
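Human tau K18 P301L (15 uM unlabeled, 0.24 uM Alexa 594-labeled) in 100 mM sodium acetate pH 7 with 20 uM heparin, 6 hr at 37 C. ThT 30 uM added, 1 hr ambient; Alexa 594 FP and total fluorescence read at 555/632 nm.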
TexasRed fluor = Texas Red fluorescence interference in TRb-SRC2 counter-screen. TRb/SRC2 Texas Red total fluorescence interference. hit rate 0.29% among 280,000. AID 1479. Potency, µM (titrated, usually from 106 µM), for inactives: at the highest dose fluorescence change, negative = quenching; active = well fitted curve in either direction with a large enough effect; inconclusive = small, poorly fitted or top-dose-only effect; also: % is scaled to controls: 0 for no effect and ±100 for the full control effect
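Human TRb ligand-binding domain at 0.6 uM with 20 nM Texas Red SRC2 peptide in Tris buffer containing 1 uM T3 and 5% DMSO, incubated with compound 5 h at ambient temperature. Total fluorescence (555/632 nm) calculated as parallel + 2 × perpendicular.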
HTT cytoprotect = Huntington cell model cytoprotection by ATP luminescence; PC12 HTT-Q103 induced, cytoprotection, ATP luminescence, 40 h; Potency, µM (highest dose often 56.4 µM), for the others: cytoprotection (ATP increase), most hits filed as activators; hit rate 0.14% among 230,000;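 also: % of control where 0% means no effect; nearly all actives have a fitted effect of over 45% in size; toxic huntingtin expression switched on by the ecdysone agonist tebufenozide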
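Huntington model: PC12 line, ecdysone-inducible HTTQ103 exon1–GFP, tebufenozide 100 nM. Test articles in a dose series. Endpoint luminescence from cellular ATP.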
Tau fibril FP = tau fibrillization inhibition (FP). P10636. K18 P301L tau heparin fibrillization, Alexa594 FP, 6 h. Potency, µM (top dose mostly 57.7 µM), for the others: at the highest dose activity, negative = inhibition, actives largely listed as inhibitors. hit rate 0.39% among 280,000; also: % is scaled to controls: 0 for no effect and ±100 for the full control effect; nearly all actives have a fitted effect of over 55% in size
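K18 P301L tau (15 uM unlabeled/0.24 uM Alexa 594-labeled, final) + compound + heparin 20 uM final; 100 mM NaOAc pH 7; 6 hr 37 C; ThT 30 uM final added, 1 hr RT; FP ex 555/em 632 nm.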
TRb-SRC2 inh = inhibitors of human thyroid hormone receptor beta-SRC2 interaction; TRbeta-SRC2 peptide binding, fluorescence polarization; receptor liganded with 1 µM T3; Potency, µM (doses to about 106 µM), without a hit: top-dose activity change, negative = inhibition, usual class: inhibitors; hit rate 0.065% among 280,000; AID 1469;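 also: plate controls were bound peptide for no effect and peptide without receptor for full effect; nearly all actives have a fitted effect of over 50% in size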
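Human TRb ligand-binding domain (0.6 uM) is mixed with 20 nM Texas Red SRC2 peptide and 1 uM T3; after compound addition and 5 hr at ambient temperature, polarization is measured and normalized to unbound and bound controls.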
Starred values were filed as active, the others as inactive; i = inactive; ? = inconclusive; · = no result given; & = joins results of further samples; [ ] = remark or other dose. Unless noted, calls follow the shape of the dose curve; as a rule, active = well fitted curve in the direction sought with a large enough effect; inconclusive = small, poorly fitted or top-dose-only effect, or another doubt; inactive = no such curve, though single readings can be large; an effect the other way counts as inactive or inconclusive. Potency is read from the fitted curve at half-maximal effect. The list is partial; rates above refer to the full screens.

SMILES | RECQ1 inh | L3MBTL1 inh | Tau ThT inhib | Tau fluor counter | TexasRed fluor | HTT cytoprotect | Tau fibril FP | TRb-SRC2 inh
COc1ccc(-c2ccc(C#N)c(SCC(=O)NCCc3ccccc3)n2)cc1OC | -1.4% | 0.6% | -9.3% | -2.8% | -2.7% | -14.3%[10 µM] | -2.8% | -15.9%
Cc1ccc(C)c(Cn2c(=O)n(C(C)C)c(=O)c3oc4ccccc4c32)c1 | · | · | 3.3% | 2.0% | -0.1% | · | -2.6% | 4.2%
Cc1csc(NC(=O)C2CCN(C(=O)CSc3nnc(C)n3Cc3ccccc3)CC2)n1 | -10.6% | · | -9.2% | -9.0% | -4.2% | -14.2% | -2.6% | 2.1%
CCN(CC)c1ccc(N=Cc2ccccc2[N+](=O)[O-])cc1 | -10.1% | 28.2µM* | 14.1µM* | ? | 30.0% | · | ? | ?
Cc1c(NC(=S)NCc2ccc(F)cc2)cccc1[N+](=O)[O-] | -15.5% | -8.8% | -7.5% | -22.0% | -3.0% | 14.6%[10 µM] | -12.0% | 3.5%
CC(C)Oc1ccc(OCCCN2CCCCCC2)cc1 | i | · | 5.2% | -3.8% | 2.7% | -16.2% | 3.8% | -1.0%
CCn1c(C)nc2cc(C(=O)NNS(=O)(=O)c3ccc(C)c(C)c3)ccc21 | -16.5% | · | -5.4% | -2.9% | 8.4% | 6.1% | 2.7% | 7.5%
CCOc1ccc2nc(SCC(=O)Nc3ccc4c(c3)OCCO4)[nH]c2c1 | -12.5% | · | ? | ? | -0.8% | 8.5% | 11.3% | 3.2%
CSc1cccc(NC(=O)C2CCN(C(=O)c3ccccc3C)CC2)c1 | -10.4% | 5.8% | 0.8% | -2.0% | -0.1% | -1.8%[10 µM] | -0.8% | 1.3%
CC(NS(C)(=O)=O)C(c1cccs1)N1CCN(Cc2ccccc2)CC1 (stereo unspecified) | -12.5% | 2.0% | -8.5% | -0.9% | -0.1% | 5.5% | 4.3% | -5.5%
COc1ccc(Cn2c(CNS(=O)(=O)c3ccc(Cl)s3)nc3cccnc32)cc1 | · | · | -11.2% | -26.0% | 0.8% | · | -2.6% | -1.8%
CC(=O)Nc1cc(C(=O)NCc2ccco2)ccc1Sc1ccc(F)cc1 | -1.0% | 17.5% | 7.1% | 4.9% | 2.3% | -8.0%[10 µM] | 8.9% | -24.3%
Cc1nn(C(=O)c2ccccc2)c2c1C(=O)CC(C)(C)C2 | -8.8% | 6.3% | -11.7% | 4.1% | 2.7% | -9.9%[0.074 µM] | 5.5% | -5.0%
COc1ccc(CN2C(=O)Cc3c2nc(N)c2c(N)nc(N4CCCCC4)c(C#N)c32)cc1 | 0.0% | -3.1% | ? | ? | 1.3% | -74.1%[inhibitor][10 µM] | -8.0% | -11.9%
CCCOC(=O)C(=O)NNc1ccccc1 | 1.6% | · | -13.8% | -8.0% | -0.1% | -67.9%[inhibitor] | -4.3% | 6.4%
Cc1nn(C)c(C)c1S(=O)(=O)N1CCCC(C(=O)N2CCN(c3ccc(Cl)cc3)CC2)C1 (stereo unspecified) | 0.7% | 19.5%[11.4 µM] | -5.9% | -8.4% | -0.1% | -11.2% | 5.3% | 4.8%
O=C(COc1ccc2ccc(=O)oc2c1)c1ccccc1 | 11.2% | · | -16.9% | -14.4% | -4.2% | 1.5%[10 µM] | -6.3% | -3.5%
O=C(O)Cn1c2ccccc2c2ccccc21 | -6.4% | 7.1% | -10.4% | -12.4% | 0.7% | 11.1%[10 µM] | -6.7% | 7.2%
COc1cccc([C@@H]2Oc3ccc(OC)cc3C[C@H]2OC(=O)N[C@H]2CCCc3ccccc32)c1 | i | · | 3.1% | -6.3% | -0.8% | 11.4% | 0.1% | -6.2%
O=C(N/N=C/c1c(F)c(F)c(F)c(F)c1F)c1cccc(S(=O)(=O)N2CCOCC2)c1 | i | 11.0% | 3.7% | 3.4% | 4.8% | ? | -1.0% | -8.3%
CSc1n[nH]c(NCc2ccc(Cl)cc2)n1 | -9.7% | -0.6% | -5.8% | -3.6% | 0.2% | 28.7%[1.9 µM] | -7.8% | -16.1%
O=C(CSc1nnc(-c2cccs2)o1)Nc1cccc(C(F)(F)F)c1 | · | · | -1.6% | ? | -3.7% | · | ? | 7.8%
CC(C)(C)NC(=O)COC(=O)c1ccccc1Oc1ccccc1 | i | · | -8.5% | -7.0% | -2.7% | 1.8%[10 µM] | 3.0% | 0.7%
Fc1ccc(-c2nnn(Cc3nc4ccccc4s3)n2)cc1 | -5.4% | 19.5% | -15.8% | -19.4% | -3.9% | 10.1%[10 µM] | 1.3% | -3.7%
COC(=O)c1ccc(CNC(=O)CNc2cc(C(F)(F)F)ccc2N2CCOCC2)cc1 | -2.1% | -9.4% | -14.6% | -11.6% | -7.0% | -7.2% | 3.4% | -0.7%

Further results:
SMILES | RECQ1 inh | L3MBTL1 inh | Tau ThT inhib | Tau fluor counter | TexasRed fluor | HTT cytoprotect | Tau fibril FP | TRb-SRC2 inh
CCOC(=O)c1oc2ccccc2c1CN1CCN(C)CC1 | 0.0% | 0.7% | 0.4% | 2.3% | -2.4% | 2.0%[10 µM] | -4.4% | -20.7%
COCCCNC(=O)CSc1nc2cc3c(cc2c(=O)n1CCCC(=O)NCc1ccc2c(c1)OCO2)OCO3 | · | · | 4.4% | -0.2% | 2.5% | · | -0.1% | 1.1%
Cc1ccc(-n2ncc3c(=O)n(CC(=O)N4CCN(c5ccccc5)CC4)cnc32)cc1C | i | 2.2% | -7.4% | -1.9% | -2.2% | -9.8% | 3.9% | 5.3%
O=C(Nc1ccc2c(c1)OCCO2)C1CCCN(S(=O)(=O)c2cnc[nH]2)C1 (stereo unspecified) | -2.4% | -0.6% | -19.3% | 4.6% | -0.2% | 12.8%[10 µM] | 6.1% | -0.5%
Cc1c(C)c2c(c(C)c1O)CC[C@@](C)(C(=O)O)O2 | i | · | · | · | -4.6%[53 µM] | 3.4%[40.3 µM] | · | -3.7%[53 µM]
CCOc1ccc(C(=O)N2CCCC2C(=O)O)cc1 (stereo unspecified) | 4.4% | -6.5% | -5.7% | -7.4% | 0.5% | 6.6% | 6.7% | 1.0%
CC(=O)Nc1cc(C(=O)N2CCc3ccccc3C2)ccc1Sc1ccc(C)cc1 | -6.3% | -0.9% | 1.5% | 7.8% | 1.0% | 10.1%[10 µM] | -7.8% | 0.4%
Cc1ccc2oc(=O)c3cc(C(=O)NCc4ccc(Cl)cc4)sc3c2c1 | · | · | -2.0% | -9.7% | -4.4% | · | -4.4% | 4.0%
CCOC(=O)COc1ccc(S(=O)(=O)Nc2cccc(SC)c2)cc1 | -1.0% | · | -10.0% | -27.8% | -0.2% | -12.2% | -6.6% | 5.5%
CCCn1cnc2c(sc3nc4c(cc32)CSC(C)(C)C4)c1=O | -5.8% | -5.4% | -1.3% | 1.3% | 0.0% | -8.1%[10 µM] | -4.5% | 3.1%
COc1cccc(-c2nccc(-n3ccnc3)n2)c1 | 2.5% | · | ? | -20.8% | -3.3% | -33.4%[inhibitor] | -1.5% | -6.2%
CCOC(=O)c1cc(S(=O)(=O)N2CCN(c3cccc(OC)c3)CC2)[nH]n1 | · | · | -6.1% | -6.2% | -2.2% | · | -2.2% | 8.4%
COc1ccccc1-n1c(-c2ccc(Cl)cc2)c[nH]c1=S | i | -20.8% | 2.4% | 1.5% | -0.8% | -20.8% | 0.3% | 4.4%
COc1ccccc1NC(=O)C1=C(C)Nc2nc(-c3ccco3)nn2C1c1ccccc1F (stereo unspecified) | · | · | -13.8% | -29.2% | -1.0% | · | 1.9% | 14.6%
Nc1ccccc1C#CCCCCO | -15.7%&-0.9% | 2.9% | ? | -14.0%&-21.0% | -1.6%&-19.4% | 12.2% | -8.2%&3.1% | 0.9%&0.2%
CC(C)(C)OC(=O)NCCc1nnc(SCC(=O)Nc2ccc(Br)cc2)o1 | -0.9% | 0.5% | -9.4% | -22.8% | -0.8% | 27.4%[10 µM] | -10.5% | -0.5%
Cc1cc(C)cc(NC(=S)/C(=C(\[O-])c2ccc(Cl)cc2Cl)[n+]2ccc(C(C)(C)C)cc2)c1 | 24.6% | · | -1.8% | 0.6% | -0.8% | -1.7%[10 µM] | 0.5% | 4.2%
CSc1ncccc1C(=O)OCC(=O)c1ccc2c(c1)NC(=O)CO2 | -9.7% | -7.7% | -4.5% | -5.2% | -4.3% | 2.7%[10 µM] | -14.2% | -7.0%
Cn1c(OCc2cccnc2)nc2c1c(=O)n(Cc1ccc(F)cc1)c(=O)n2C | 5.2% | -0.3% | 6.2% | 8.2% | -1.0% | 0.4%[10 µM] | -2.8% | 3.5%
COc1ccc(C2c3c(-c4cc(Cl)c(C)cc4O)n[nH]c3C(=O)N2Cc2cccnc2)cc1OC (stereo unspecified) | -7.0% | · | ? | ? | -2.3% | 3.7%[0.074 µM] | 5.6% | -12.5%
COc1cc(OC)c(/C=N/NC(=O)Cn2nc([N+](=O)[O-])cc2C)c(OC)c1 | -4.7% | · | · | -14.2% | -2.2% | 10.1%[10 µM] | -4.5% | 3.4%
CCOC(=O)/C(=C\c1cccc(O)c1)c1nc2sc(C)c(C)c2c(=O)[nH]1 | 3.6% | -9.8% | 20µM* | -16.2% | -0.5% | -28.6%[10 µM] | ? | 3.1%
COc1cccc(NC(=S)NCc2ccccn2)c1 | 1.1% | -15.5% | 4.5% | 1.7% | -4.4% | 6.8%[0.074 µM] | -5.7% | -4.2%

Screening results (PubChem BioAssay)
